# Source: PubChem
# Yeast life ext = extends the lifespan of yeast; inhibition of the nicotinamide effect, % at 10 µM; 130,000 compounds, 0.68% hits; S. cerevisiae growth with nicotinamide, OD615; deaD strain in restrictive glucose medium;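 active means inhibition above a set limit, placed 3 SD over the median of all compounds, cut at about 26% in these data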;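 further: 0% = nicotinamide-treated wells and 100% = cells grown without nicotinamide; some compounds called inactive have numbers as strong as hits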
#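 Assay system: DeaD-strain S. cerevisiae. Medium: CSMM-D glucose medium, restrictive. Reagent: nicotinamide, 1.5 mM, co-present with compound. Compound: 10 µM single point, 0.25% DMSO. Schedule: culture preincubation 4 h, compound exposure 48 h, both 30 °C. Detection: absorbance at 615 nm.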
# Phagocyt inh = macrophage phagocytosis inhibition; J774A.1 macrophage IgG-bead phagocytosis, imaging; inhibition, % at 5 µM; 110,000 compounds, 0.07% hits; AID 1029;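 active means inhibition above the mean of the plate negative controls plus 5 SD, cut at about 13% in these data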;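 further: phagocytic index as fraction of beads internalized from green versus red external bead signal; plate controls were DMSO negative control for no effect and cytochalasin-D positive control for full effect; some results beyond the cut were filed as inactive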
# BB579 growth dn = yeast BB579 growth reduction in restrictive medium | S. cerevisiae BB579 growth, OD615, 48 h | inhibition, % at 10 µM | 140,000 compounds, 0.51% hits | AID 804;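 active means inhibition above a set limit, 3 SD over the mean compound inhibition, cut at about 44% in these data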; further: inactives centre near -24
#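 Test system: Saccharomyces cerevisiae DeaD strain BB579, replicative lifespan model yeast | Buffer or medium: Restrictive CSMM-D medium | Doses: One dose, 10 µM compound with 0.25% DMSO | Incubation: 48 h exposure, 30 °C | Detection: Culture absorbance at 615 nm | Control set: Amphotericin B at 10 µg/mL as positive control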
# HCT116 bCat-KO = beta-catenin-lacking colon tumor cell growth suppression | HCT116 beta-catenin knockout viability, CellTiter-Glo, 60 h; hits give low values | viability, % at 10 µM | 140,000 compounds, 1.5% hits | AID 818;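 active means viability at or under a set limit, the compound median less 4 SD, cut at about 6% in these data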;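 further: 0% = Hyamine 1622 control at 20 µM and 100% = untreated cell control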
# MRP1 act = activators of MRP-1; H69AR cells + doxorubicin, viability rescue, CellTiter-Glo; viability increase, % at 10 µM; 140,000 compounds, 0.61% hits;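 active means viability gain under doxorubicin at or above a set limit, the compound median plus 3 SD, cut at about 4.7% in these data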;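 further: MRP-1 overexpressing cells given doxorubicin 25 µM after compound pretreatment; 18-22 h compound pretreatment then 72 h with doxorubicin before readout; 0% = doxorubicin-only wells and 100% = vehicle-treated cells without doxorubicin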
# E-sel TNF inh = blocks E-selectin expression induced by TNF alpha. HUVEC TNFa-induced E-selectin immunofluorescence, high content. inhibition, % at 2 µM. 120,000 compounds, 0.71% hits;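 active means inhibition above the batch mean plus 3 SD, and confirmed as a hit on visual image review, cut at about 43% in these data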;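 further: 0% = TNF-stimulated DMSO wells and 100% = unstimulated control wells; not every result past the cut was called active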
# PTEN del growth = PTEN-deleted cell growth suppression | HCT116 PTEN-null viability, CellTiter-Glo, 60 h; hits give low values | viability, % at 10 µM | 140,000 compounds, 1.2% hits | AID 827;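 active means viability at or below a set limit, 4 SD under the median of all tested compounds, cut at about 3.7% in these data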;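 further: PTEN knockout HCT116 line with beta catenin targeted HCT116 as companion control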
# Measles CPE = protection of cells from measles virus; Measles virus-infected cells, CPE protection, absorbance; protection (pct of control), % at 4 µM; AID 841; 140,000 compounds, 1.5% hits; in the data active means protection mostly above about 24%, no sharp cut-off; inactive means mostly below about 26%; further: some compounds called inactive have numbers as strong as hits
# NPY Y2 blocker = antagonists of human neuropeptide Y receptor Y2. inhibition, % at 2.7 µM. 140,000 compounds, 0.99% hits. P49146. NPY-Y2 expressing cells, antagonist mode. AID 793; in the data active means inhibition above about 17%;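 further: 0% = vehicle with agonist challenge and 100% = reference antagonist with challenge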
# Target sequence (P49146 whole entry, looked up): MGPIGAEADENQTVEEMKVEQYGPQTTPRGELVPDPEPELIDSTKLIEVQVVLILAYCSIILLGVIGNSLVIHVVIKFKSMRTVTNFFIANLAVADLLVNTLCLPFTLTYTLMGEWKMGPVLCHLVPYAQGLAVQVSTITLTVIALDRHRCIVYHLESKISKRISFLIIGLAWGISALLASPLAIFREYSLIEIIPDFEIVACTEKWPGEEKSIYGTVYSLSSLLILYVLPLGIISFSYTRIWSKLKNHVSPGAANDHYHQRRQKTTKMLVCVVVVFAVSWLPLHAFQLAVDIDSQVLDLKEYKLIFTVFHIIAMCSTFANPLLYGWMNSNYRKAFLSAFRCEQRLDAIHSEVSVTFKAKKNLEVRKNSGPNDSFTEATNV
# GALR2 antag = antagonists of human galanin receptor 2 (GALR2); O43603; GALR2-expressing cells, antagonist mode; inhibition, % at 4 µM; 140,000 compounds, 0.39% hits; AID 828; in the data active means inhibition above about 27%;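 further: cells stimulated with galanin 1-16 at roughly its EC80; 0% = agonist challenge control and 100% = basal control without agonist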
# Target sequence (O43603 whole entry, looked up): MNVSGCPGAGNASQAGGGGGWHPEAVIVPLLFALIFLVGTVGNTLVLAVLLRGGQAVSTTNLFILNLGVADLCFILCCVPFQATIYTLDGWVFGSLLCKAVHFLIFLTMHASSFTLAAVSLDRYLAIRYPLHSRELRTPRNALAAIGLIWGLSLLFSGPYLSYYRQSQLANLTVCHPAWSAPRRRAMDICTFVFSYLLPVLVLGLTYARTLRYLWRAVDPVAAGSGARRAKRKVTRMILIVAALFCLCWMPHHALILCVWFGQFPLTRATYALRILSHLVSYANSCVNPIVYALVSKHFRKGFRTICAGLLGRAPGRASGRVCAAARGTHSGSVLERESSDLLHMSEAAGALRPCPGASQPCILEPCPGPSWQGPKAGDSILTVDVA
# Active calls of the source: *; x = not tested or not shown.
1) CC(C)n1c(N2CCN(C(=O)c3cccs3)CC2)nc2ccccc21
2) CCOc1ccc(C(=O)Nc2c3c(nn2-c2cccc(C)c2C)CS(=O)C3)cc1 (stereo unspecified)
3) O=C(Nc1ccc(-c2nc3ccccc3[nH]2)cc1)c1ccc2c(c1)OCO2
4) CC(CCc1ccccc1)NC(=O)c1ccc(NC(=O)c2ccccc2)cc1 (stereo unspecified)
5) CC(C)N1C(=O)C(Cc2nc3ccccc3c(=O)n2-c2ccccc2)c2ccccc21 (stereo unspecified)
6) Cc1cc(C)c(C)c(OCCCN(C)C)c1
7) FC(F)(F)c1ccc(N2CCN(c3ncnc4c3nnn4Cc3ccccc3)CC2)nc1
8) O=C(N/N=C/CCc1ccccc1)C1CCCCC1
assay / compound	1	2	3	4	5	6	7	8
Yeast life ext	-7	-8	-6	-4	38	4	-5	2
Phagocyt inh	-4	-1	1	-7	1	0	-1	4
BB579 growth dn	-25	-17	-36	-31	-28	-45	-12	-26
HCT116 bCat-KO	102	92	2.6*	95	62	92	85	87
MRP1 act	-3.9	1.4	-5.1	-0.7	-4.4	-1.9	-0.4	-0.5
E-sel TNF inh	x	-13	-18	-3	-6	2	x	x
PTEN del growth	95	107	2.5*	96	66	96	96	89
Measles CPE	8	6	-1	11	24	4	10	13
NPY Y2 blocker	1	0	3	1	2	4	0	1
GALR2 antag	10	7	17	24	-16	5	-11	1

9) COc1ccc2oc(=O)c(C(=O)n3ccc(C)n3)cc2c1
10) Clc1ccc(NCc2nnc3n2CCCCC3)cc1
11) COc1ccc(C2CC(c3cccs3)=NN2C(=O)CSc2nc3ccccc3s2)cc1 (stereo unspecified)
12) Cc1ccc(-c2nnc(OCCN3CCOCC3)c3ccccc23)cc1
13) O=C(NCc1nc(-c2ccccc2)no1)c1ccc(Br)o1
14) CN1CCN(c2cc(=O)n(Cc3ccc(F)cc3)c(=O)[nH]2)CC1
15) Cc1ccc(SCCNC(=S)Nc2cc(C)ccc2C)cc1
16) COC(=O)c1cc(=O)n(Cc2ccc(OC)c(OC)c2)c(=Nc2ccc(F)cc2)s1
assay / compound	9	10	11	12	13	14	15	16
Yeast life ext	-5	-6	5	-3	-8	-6	-13	-8
Phagocyt inh	-3	0	-9	0	-2	0	0	x
BB579 growth dn	-17	-1	-37	-1	-18	12	8	-34
HCT116 bCat-KO	94	101	69	73	96	96	62	2.0*
MRP1 act	-0.5	1.1	-1.6	-1.5	-1.1	-0.2	-1.6	-6.1
E-sel TNF inh	60	2	x	x	-25	-10	14	-1
PTEN del growth	99	102	65	66	102	100	74	2.0*
Measles CPE	22	4	5	17	4	10	6	18
NPY Y2 blocker	8	0	4	1	5	1	6	8
GALR2 antag	2	-3	5	-15	-9	-1	-11	-9

17) CCOc1ccc(-c2cn(-c3ccc(OC)cc3)c(SC)n2)cc1
18) Cc1ccc(-c2nnn(CC(=O)N(CC(=O)NC(C)C)c3cnc4ccccc4c3)n2)o1
19) COc1ccccc1CNC(=O)C(CC(C)C)NS(=O)(=O)c1ccc2c(c1)oc(=O)n2C (stereo unspecified)
20) Cc1ccccc1-n1c(N)cc(=O)[nH]c1=S
21) O=C(CCN1C(=O)c2ccccc2C1=O)NC(=S)Nc1ccccc1Cl
22) CCOC(=O)N1CCC(N(C(=O)Nc2cccc(OC)c2)C(C)CC)CC1 (stereo unspecified)
23) CCOC(=O)NN1C(=O)c2ccccc2NC1c1cccc(O)c1 (stereo unspecified)
24) O=C(CCn1[nH]c(=O)c2ccccc2c1=O)N1CCOCC1
assay / compound	17	18	19	20	21	22	23	24
Yeast life ext	-2	-5	-1	-1	-4	-8	-2	6
Phagocyt inh	-7	0	0	-1	1	-1	-10	-1
BB579 growth dn	-19	-12	-1	-32	-17	-9	9	-38
HCT116 bCat-KO	101	91	94	94	96	90	106	92
MRP1 act	1.7	-3.1	-2.3	-2.9	-1.5	-1.5	-0.9	0.3
E-sel TNF inh	x	x	-6	-12	14	1	16	-33
PTEN del growth	99	84	102	97	87	95	97	112
Measles CPE	5	3	8	22	3	10	7	28
NPY Y2 blocker	0	4	4	3	6	-1	1	0
GALR2 antag	-18	5	-11	3	-6	-4	-6	15

# 13 of the compounds above, bar-delimited.
item | molecule | Yeast life ext | Phagocyt inh | BB579 growth dn | HCT116 bCat-KO | MRP1 act | E-sel TNF inh | PTEN del growth | Measles CPE | NPY Y2 blocker | GALR2 antag
10 | Clc1ccc(NCc2nnc3n2CCCCC3)cc1 | -6 | 0 | -1 | 101 | 1.1 | 2 | 102 | 4 | 0 | -3
11 | COc1ccc(C2CC(c3cccs3)=NN2C(=O)CSc2nc3ccccc3s2)cc1 (stereo unspecified) | 5 | -9 | -37 | 69 | -1.6 | x | 65 | 5 | 4 | 5
12 | Cc1ccc(-c2nnc(OCCN3CCOCC3)c3ccccc23)cc1 | -3 | 0 | -1 | 73 | -1.5 | x | 66 | 17 | 1 | -15
13 | O=C(NCc1nc(-c2ccccc2)no1)c1ccc(Br)o1 | -8 | -2 | -18 | 96 | -1.1 | -25 | 102 | 4 | 5 | -9
14 | CN1CCN(c2cc(=O)n(Cc3ccc(F)cc3)c(=O)[nH]2)CC1 | -6 | 0 | 12 | 96 | -0.2 | -10 | 100 | 10 | 1 | -1
15 | Cc1ccc(SCCNC(=S)Nc2cc(C)ccc2C)cc1 | -13 | 0 | 8 | 62 | -1.6 | 14 | 74 | 6 | 6 | -11
16 | COC(=O)c1cc(=O)n(Cc2ccc(OC)c(OC)c2)c(=Nc2ccc(F)cc2)s1 | -8 | x | -34 | 2.0* | -6.1 | -1 | 2.0* | 18 | 8 | -9
17 | CCOc1ccc(-c2cn(-c3ccc(OC)cc3)c(SC)n2)cc1 | -2 | -7 | -19 | 101 | 1.7 | x | 99 | 5 | 0 | -18
18 | Cc1ccc(-c2nnn(CC(=O)N(CC(=O)NC(C)C)c3cnc4ccccc4c3)n2)o1 | -5 | 0 | -12 | 91 | -3.1 | x | 84 | 3 | 4 | 5
19 | COc1ccccc1CNC(=O)C(CC(C)C)NS(=O)(=O)c1ccc2c(c1)oc(=O)n2C (stereo unspecified) | -1 | 0 | -1 | 94 | -2.3 | -6 | 102 | 8 | 4 | -11
20 | Cc1ccccc1-n1c(N)cc(=O)[nH]c1=S | -1 | -1 | -32 | 94 | -2.9 | -12 | 97 | 22 | 3 | 3
21 | O=C(CCN1C(=O)c2ccccc2C1=O)NC(=S)Nc1ccccc1Cl | -4 | 1 | -17 | 96 | -1.5 | 14 | 87 | 3 | 6 | -6
22 | CCOC(=O)N1CCC(N(C(=O)Nc2cccc(OC)c2)C(C)CC)CC1 (stereo unspecified) | -8 | -1 | -9 | 90 | -1.5 | 1 | 95 | 10 | -1 | -4

# The listing continues:
25) CCN1/C(=C(\O)c2ccccc2)C(=O)c2ccccc2S1(=O)=O
26) Cc1ccc(C(C(=O)NCC2CCCO2)N(Cc2ccccc2)C(=O)c2ccc(-c3ccccc3)[nH]2)o1 (stereo unspecified)
27) O=C(O)CSC1CC(=O)N(c2ccc(Cl)c(Cl)c2)C1=O (stereo unspecified)
28) C/C(N)=C(/C#N)C(=O)COC(=O)CSc1ccccc1
29) Cc1nn(Cc2cccc(Oc3ccccc3)c2)c(C)c1NC(=O)NC12CC3CC(CC(C3)C1)C2
30) Cc1nc2ccccc2c2oc(C(=O)N3CCc4ccccc4C3)cc12
31) CCN(C(=O)c1cc2ccccc2oc1=O)c1ccccc1
32) O=S(=O)(Nc1nc2c(s1)CCCC2)c1ccc(F)cc1
assay / compound	25	26	27	28	29	30	31	32
Yeast life ext	-25	1	-9	-11	0	-18	-4	-9
Phagocyt inh	9	-6	-1	-1	x	x	-2	-1
BB579 growth dn	100*	-73	-29	-1	-40	24	-37	-9
HCT116 bCat-KO	52	72	105	91	58	59	92	92
MRP1 act	-1.5	-1.5	-0.4	0.2	0.8	-2.5	-0.6	-2.8
E-sel TNF inh	-4	7	-18	20	-6	x	8	5
PTEN del growth	62	64	110	90	61	62	98	92
Measles CPE	19	4	4	5	23	9	2	18
NPY Y2 blocker	2	4	1	2	-1	9	2	0
GALR2 antag	9	-5	-5	-7	-5	-7	-3	-7

33) CC(/C=N/NC(=O)c1cc(-c2ccc(C)o2)[nH]n1)=C\c1ccccc1
34) O=C1CC(N2CCC(c3nc4ccccc4s3)CC2)C(=O)N1Cc1ccccc1 (stereo unspecified)
35) CC(C)CCOc1ccc(C2(C)NC(=O)N(CN3CCOCC3)C2=O)cc1 (stereo unspecified)
36) CCOC(=O)C1=C(C)Nc2nnnn2C1c1ccc(OC)c(Br)c1 (stereo unspecified)
37) O=S(=O)(NCCc1csc(-c2cccnc2)n1)c1ccc(Cl)s1
38) Cc1cc(S(=O)(=O)NC2CCCCC2)ccc1OCC(=O)NCc1ccccn1
39) CN(C)S(=O)(=O)c1ccc(N2CCN(S(=O)(=O)c3ccc(F)cc3)CC2)c(Cl)c1
40) COc1ccc(S(=O)(=O)N2CCSC2c2ccc(N)cc2)cc1 (stereo unspecified)
assay / compound	33	34	35	36	37	38	39	40
Yeast life ext	-1	5	-5	-6	6	-12	-21	-5
Phagocyt inh	-9	-1	0	1	0	0	0	0
BB579 growth dn	-8	-28	-2	-8	-24	3	-21	-26
HCT116 bCat-KO	66	99	85	96	57	102	47	82
MRP1 act	-0.7	-0.9	-3.3	-1.1	0.3	-0.7	-3.5	-3.5
E-sel TNF inh	x	-11	-1	x	1	6	-9	x
PTEN del growth	67	99	87	100	73	98	56	96
Measles CPE	14	11	9	17	23	17	5	11
NPY Y2 blocker	9	6	0	6	2	-1	1	0
GALR2 antag	-6	-9	12	-1	-10	0	-14	-3

41) O=C1CC(c2ccccc2)Cc2nc3ncnn3cc21 (stereo unspecified)
42) COc1ccc2nc(SCC(=O)Nc3ccccc3C#N)[nH]c2c1
43) Cc1ccc(S(=O)(=O)NNC(=O)C(O)(c2ccccc2C)c2ccccc2C)cc1
44) O=C(/C=N/O)NCC1CCNCC1
45) Cc1cccc(/C=N/N2CCN(c3ccccc3)CC2)c1
46) C/C(=C\C(=O)c1ccncc1)Nc1ccccc1O
47) Cc1sc2nc3ccc(N4CCCCC4)nn3c(=O)c2c1C
48) COc1ccccc1C/C(N)=N/OC(=O)COc1cccc2ccccc12
assay / compound	41	42	43	44	45	46	47	48
Yeast life ext	0	-14	5	0	-3	-15	-11	-14
Phagocyt inh	0	0	-12	0	-3	x	-1	-3
BB579 growth dn	2	-41	-27	-28	-16	27	18	-25
HCT116 bCat-KO	57	104	91	101	89	56	67	98
MRP1 act	-2.5	-2.0	1.6	-1.5	1.3	-4.0	-0.5	-1.3
E-sel TNF inh	12	-5	x	x	-3	-22	-3	-16
PTEN del growth	59	91	96	97	97	40	70	80
Measles CPE	15	8	10	31	4	3	3	3
NPY Y2 blocker	3	-2	-2	1	1	18*	4	10
GALR2 antag	-11	7	6	0	-19	3	5	4
